MITF primary: inhibitors of human MITF. O75030. AlphaScreen MITF homodimerization, bead proximity signal. inhibition, % at 2.6 µM. 650,000 tested, 0.91% active. AID 1259374; in the data active means inhibition above about 50%;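 further: 0% = vehicle wells with protein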
Target sequence (O75030 whole entry, looked up): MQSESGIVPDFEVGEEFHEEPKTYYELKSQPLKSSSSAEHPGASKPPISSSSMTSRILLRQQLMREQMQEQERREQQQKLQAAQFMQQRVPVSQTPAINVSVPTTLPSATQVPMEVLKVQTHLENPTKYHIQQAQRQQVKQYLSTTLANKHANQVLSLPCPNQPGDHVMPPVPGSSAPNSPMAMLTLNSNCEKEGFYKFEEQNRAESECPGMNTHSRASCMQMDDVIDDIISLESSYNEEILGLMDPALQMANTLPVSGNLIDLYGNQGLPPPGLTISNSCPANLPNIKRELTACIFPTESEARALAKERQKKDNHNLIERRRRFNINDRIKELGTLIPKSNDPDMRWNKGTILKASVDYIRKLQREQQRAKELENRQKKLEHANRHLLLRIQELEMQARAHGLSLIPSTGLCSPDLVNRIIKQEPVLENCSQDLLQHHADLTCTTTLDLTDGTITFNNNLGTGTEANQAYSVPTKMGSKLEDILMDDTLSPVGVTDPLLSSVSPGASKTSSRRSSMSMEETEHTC
FBW7 act: activators of human E3 ligase FBW7; Q969H0; normalized activity (activation), % at 26.1 µM; AlphaScreen FBW7–phospho-cyclin E peptide binding, activator screen; 650,000 tested, 0.13% active; in the data active means normalized activity above about 1.9%;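 further: purified mutant Fbw7 with reduced substrate affinity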
GPR151 activ: human GPR151 activation | PathHunter beta-arrestin GPR151 cells, luminescence | AID 1508602 | 650,000 tested, 1% active | Q8TDV0 | activation, % at 11.2 µM; in the data active means activation above about 4.9%;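 further: 0% = median of compound wells and 100% = cells with positive control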
Target sequence (Q8TDV0 whole entry, looked up): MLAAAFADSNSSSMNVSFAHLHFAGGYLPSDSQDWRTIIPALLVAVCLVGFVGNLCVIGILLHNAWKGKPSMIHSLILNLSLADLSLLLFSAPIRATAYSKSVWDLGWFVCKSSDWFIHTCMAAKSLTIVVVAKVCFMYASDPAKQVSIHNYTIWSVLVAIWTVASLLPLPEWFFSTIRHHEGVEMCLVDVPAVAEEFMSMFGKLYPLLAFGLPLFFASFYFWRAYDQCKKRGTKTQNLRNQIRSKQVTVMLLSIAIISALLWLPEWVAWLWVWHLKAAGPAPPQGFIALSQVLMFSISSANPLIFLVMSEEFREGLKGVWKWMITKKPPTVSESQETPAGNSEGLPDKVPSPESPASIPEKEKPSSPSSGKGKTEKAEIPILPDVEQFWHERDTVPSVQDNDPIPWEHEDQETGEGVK
TEAD-YAP inh: TEAD-YAP interaction inhibition; HEK-TIYL cells, TEAD-Gal4/YAP UAS-luciferase luminescence; inhibition, % at 9.12 µM; 640,000 tested, 1.4% active; in the data active means inhibition above about 32%;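 further: 0% = median of test compound wells and 100% = reference inhibitor wells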
* = called active by the depositor; / = not tested or not shown; & = joins results of further samples.

The first 12 records as a preview:
SMILES	MITF primary	FBW7 act	GPR151 activ	TEAD-YAP inh
O=C(CSc1ncnc2c1nnn2Cc1ccc(F)cc1)Nc1ccc(F)cc1	-6	0.0	1.2	24
Cc1sc2ncnc(SCC(=O)Nc3sc4c(c3C(N)=O)CCC(C)C4)c2c1C (centres undefined)	8	0.1	-1.5	-3
CCOC(=O)CSc1nc2c(sc(=S)n2-c2ccccc2)c(=O)[nH]1	5	-0.1	0.7	1
CCC1CN(CCNC(=O)CCCc2cccs2)Cc2cc(OC)ccc2O1 (centres undefined)	-7	-0.1	0.7	-10
O=C(NCCc1ccco1)c1cc(COc2cccc(C(F)(F)F)c2)on1	-31	-0.1	-1.8	-4
COC(=O)C1=C(C(=O)c2ccccc2)C(c2ccccc2F)n2nnnc2N1 (centres undefined)	5	0.0	0.6	-10
CCc1ccc(NC(=O)CSC2=Nc3ccccc3C3=NC(C(C)CC)C(=O)N23)cc1 (centres undefined)	11	0.2	-1.4	18
O=C(NC1CCc2ccccc21)c1ccc(-n2cc(NC(=O)C3CCOCC3)cn2)cc1 (centres undefined)	-9	-0.1	-0.3	-4
CC(C)(C)c1ccc(C(=O)NCc2cccs2)cc1	15	0.7	-0.9	-58
CCOC(=O)c1c(C)oc2ccc(N(C(=O)c3ccccc3Cl)S(=O)(=O)c3ccc(Cl)cc3)cc12	-5	-0.2	0.4	15
COc1ccc(NC(=O)c2cc3c(=O)oc4ccccc4c3s2)c(OC)c1	-11	0.2	3.3	-4
COc1ccc(-c2noc(CN(C(=O)CCN3C(=O)c4ccccc4C3=O)C(C)C)n2)cc1	13	1.1	-0.7	0

Results, repeating the preview:
SMILES	MITF primary	FBW7 act	GPR151 activ	TEAD-YAP inh
O=C(CSc1ncnc2c1nnn2Cc1ccc(F)cc1)Nc1ccc(F)cc1	-6	0.0	1.2	24
Cc1sc2ncnc(SCC(=O)Nc3sc4c(c3C(N)=O)CCC(C)C4)c2c1C (centres undefined)	8	0.1	-1.5	-3
CCOC(=O)CSc1nc2c(sc(=S)n2-c2ccccc2)c(=O)[nH]1	5	-0.1	0.7	1
CCC1CN(CCNC(=O)CCCc2cccs2)Cc2cc(OC)ccc2O1 (centres undefined)	-7	-0.1	0.7	-10
O=C(NCCc1ccco1)c1cc(COc2cccc(C(F)(F)F)c2)on1	-31	-0.1	-1.8	-4
COC(=O)C1=C(C(=O)c2ccccc2)C(c2ccccc2F)n2nnnc2N1 (centres undefined)	5	0.0	0.6	-10
CCc1ccc(NC(=O)CSC2=Nc3ccccc3C3=NC(C(C)CC)C(=O)N23)cc1 (centres undefined)	11	0.2	-1.4	18
O=C(NC1CCc2ccccc21)c1ccc(-n2cc(NC(=O)C3CCOCC3)cn2)cc1 (centres undefined)	-9	-0.1	-0.3	-4
CC(C)(C)c1ccc(C(=O)NCc2cccs2)cc1	15	0.7	-0.9	-58
CCOC(=O)c1c(C)oc2ccc(N(C(=O)c3ccccc3Cl)S(=O)(=O)c3ccc(Cl)cc3)cc12	-5	-0.2	0.4	15
COc1ccc(NC(=O)c2cc3c(=O)oc4ccccc4c3s2)c(OC)c1	-11	0.2	3.3	-4
COc1ccc(-c2noc(CN(C(=O)CCN3C(=O)c4ccccc4C3=O)C(C)C)n2)cc1	13	1.1	-0.7	0
O=C(Cn1ncc2c1-c1ccccc1OC2)NCc1cccs1	19	1.0	-0.4	-3
CCCSCCCNC(=O)C1CCCN(S(=O)(=O)N2CCOCC2)C1 (centres undefined)	-3	-0.2	-0.2	2
O=C(CCNS(=O)(=O)c1ccc(Br)cc1)NCc1ccc2c(c1)OCO2	-4	-0.1	0.2	-11
Cc1ccc(C)c(NC(=O)CN(c2cccc([N+](=O)[O-])c2)S(C)(=O)=O)c1	-20	-0.3	0.0	-5
CCN(CC)S(=O)(=O)c1ccc(C(=O)NCc2nnc(SCC(=O)Nc3nccs3)n2-c2cc(OC)ccc2OC)cc1	1	-0.2	-0.3	0
Cc1ccc(S(=O)(=O)Nc2ccccc2C(=O)Nc2nc3c(s2)CC(C)CC3)cc1 (centres undefined)	-7	-0.2	-0.6	-2
Cc1ccnc(SCc2cc(=O)c(OC(=O)Cc3ccc(Cl)cc3)co2)n1	10	-0.2	1.2	0
O=C1C(=O)N(c2ccc(S(=O)(=O)Nc3nccs3)cc2)C(c2ccc(Br)cc2)/C1=C(\O)c1ccc(Cl)cc1 (centres undefined)	2	0.1	0.5	2
CCCCCC(=O)NC(NC(=S)N1CCOCC1)C(Cl)(Cl)Cl (centres undefined)	2&-3	0.1&0.1	1.3&0.4	12&0
COc1cccc(C(=O)OCc2nc3ccccc3s2)c1	-8	0.9	-1.9	-7
O=C(O)c1ccc(COc2ccccc2/C=C2\NC(=O)N(Cc3ccc(F)cc3)C2=O)cc1	2	-0.1	-0.8	-7
CCOC(=O)c1[nH]c2c(c1C)C(=O)CC(C)(C)C2	14	0.1	2.3	-26
Cc1ccc(Sc2c(C)nn(C(=O)COc3ccc(Cl)cc3)c2C)cc1	-3	0.0	-0.4	4
CC(=O)OCC(=O)[C@@]1(O)CC[C@H]2[C@@H]3CCC4=CC(=O)CC[C@]4(C)[C@H]3[C@@H](O)C[C@@]21C	12	0.3	3.6	/
O=C(CN1CCC(n2nnc3ccccc32)CC1)Nc1cccc(F)c1	6	0.0	-0.9	14
COc1ccc(CCS(=O)(=O)Nc2ccc(CC(=O)N3CCOCC3)cc2)cc1	-6	0.0	0.8	-7
CCc1ccc(S(=O)(=O)c2cn(C)c3cc(OC)c(OC)cc3c2=O)cc1	1	-0.2	1.0	15
N#C/C(=C\c1ccc(O)c([N+](=O)[O-])c1)c1nc(-c2ccc3c(c2)OCO3)cs1	23	0.1	-0.6	4
Cc1cccc2c(C(=O)Nc3ccccc3)cc(-c3ccccc3)nc12	7	-0.1	-0.3	-3
CC(=O)NC(CC(=O)OCC(=O)c1c(N)n(C)c(=O)n(C)c1=O)c1ccccc1 (centres undefined)	-2	0.0	3.2	4
Cc1ccccc1-c1nnc(CN2CCCCCC2)o1	-5	-0.2	-0.1	-61
O=C(CSc1ncccn1)NN=C1CCCC1	13	0.3	1.4	-4
CC(=O)Oc1cccc(C(=O)Nc2cc(Cl)ccc2O)c1	6	-0.1	-1.5	-11
C/C(CC(=O)NCc1ccco1)=N\NC(=O)C(=O)Nc1cccc(C)c1	7	-0.2	-0.2	-6
CCC(=O)N1N=C(c2ccc(C)o2)CC1c1ccc(OC)cc1 (centres undefined)	0	-0.1	-0.5	-12
COc1ccc(/C(N)=N/OC(=O)c2ccc(Br)o2)cc1	-10	0.0	0.9	-62
O=C(O)COc1ccc(NC(=O)Cc2ccc([N+](=O)[O-])cc2)cc1	27	0.6	-0.7	11
CC(C)OC(=O)C(C)n1cnc2scc(-c3ccc(Br)cc3)c2c1=O (centres undefined)	21	1.0	-0.3	-6
CSc1nc(Cc2ccccc2)cc(=O)[nH]1	1	0.0	-0.6	-2
COc1ccc(NC(=O)CCS(=O)(=O)c2ccc3c(c2)SCC(=O)N3)cc1Cl	3	-0.1	5.2*	-1
COc1ccc(C2CC(C(F)(F)F)n3nc(C(=O)NCCc4ccccc4)c(Cl)c3N2)cc1OC (centres undefined)	3	-0.1	-1.1	9
O=C(COc1ccc2ccc(=O)oc2c1)c1cccc([N+](=O)[O-])c1	-27	0.0	0.4	-4
CCOc1ccc(CN2CCNC(=O)C2CC(=O)NCCc2cccc(Cl)c2)cc1 (centres undefined)	3	0.0	0.4	-3
CN(CCc1ccccc1)C1CCCN(Cc2cnc(N3CCOCC3)s2)C1 (centres undefined)	2	0.1	2.0	0
COc1cc(OC)cc(-c2nnc(SCC(=O)NC3CC4CCC3C4)o2)c1 (centres undefined)	0	-0.1	1.6	-6
COc1ccc(CN2CN=C(Nc3nc(C)c4ccccc4n3)NC2)cc1	14	-0.1	-0.4	-2
Cc1cc(=O)n2c3ccccc3n(CC(O)CNc3ccccc3)c2c1C#N (centres undefined)	10	0.0	-0.1	7
O=C(COC(=O)CCSc1ccc(Cl)cc1)Nc1ccc(N2CCOCC2)cc1	-10	0.0	-0.6	11
CC(=O)c1cccc(NC(=O)/C=C/c2cccc3ccccc23)c1	-11	-0.1	0.9	-18
O=C(CSc1nnc(CNC(=O)c2c(F)cccc2F)o1)Nc1ccc(Cl)cc1	6	0.2	-0.7	-4
Cc1ccc(NC(=O)c2ccc(Nc3nc(-c4ccccc4)c4cc(C)ccc4n3)cc2)c(C)c1	-4	-0.1	-1.7	-3
CC(C)(C)C(=O)Nc1ccc(C(=O)Nc2nccs2)cc1	12	0.1	-1.7	54*
CC(=O)c1[nH]c(C)c(C(=O)NCc2ccccc2Cl)c1C	9	0.0	-0.8	3
O=C1OCCC1Sc1ncnc2sc3c(c12)CCC3 (centres undefined)	-11	-0.2	0.2	-9
CCC(=O)Nc1ccc(NC(=O)c2ccc(Br)o2)cc1	0	0.0	-0.2	-34
Cn1c(=O)c2c(ncn2CC(=O)N/N=C/c2cc(Br)ccc2F)n(C)c1=O	14	0.1	1.5	6
O=C(Nc1ccc(-c2cn[nH]c2)cc1)c1ccc2ccccc2c1	10	-0.1	1.4	-15
Cc1ccc(NC(=O)Cn2nnc(-c3nc(-c4ccncc4)no3)c2N)c(C)c1	-3	-0.2	0.5	-4
(listing goes on)
SMILES	MITF primary	FBW7 act	GPR151 activ	TEAD-YAP inh
Cc1cccc(-n2ncc3c(N(CC(C)C)CC(C)C)ncnc32)c1	0	0.0	1.8	-12
CCOC(=O)C1=C(C)NC2=C(C(=O)CC(C)(C)C2)C1c1ccc(C(C)(C)C)s1 (centres undefined)	0	0.0	1.1	-8
CCC1CCCCN1C(=O)Cn1nc(C)n2c(cc3sc(C)cc32)c1=O (centres undefined)	10	0.3	0.0	6
COc1ccc(NC(=O)COC(=O)C2CC(=O)N(Cc3ccc(C)cc3)C2)cc1 (centres undefined)	-1	0.1	1.0	3
O=C(NC1CCCC1)C(c1ccncc1)N(C(=O)c1ccco1)c1ccccc1 (centres undefined)	12	0.0	-1.8	5
COc1ccc2c3c(c(=O)oc2c1)CN(C(=O)CC(C)C)CC3	7	0.0	1.2	-2
Cn1c(=O)nc(-c2ccccc2)c2cc([N+](=O)[O-])ccc21	0	0.1	-2.0	-2
c1cncc(CNc2ccc3c(c2)OCO3)c1	1	0.3	-1.0	-7
CCN1CC2=C(OC(N)=C(C#N)C2c2cccs2)/C(=C\c2cccs2)C1 (centres undefined)	1	-0.4	0.1	8
CC1(C)CC(=O)C(C=NC(C)(CO)CO)=C(O)C1	3	0.2	-0.2	-7
Cc1cc(N2CCN(c3ccccc3F)CC2)nc(-n2cc([N+](=O)[O-])cn2)n1	-7	-0.2	-1.0	10
COc1ccc(CCN2CC(C(=O)NC3CCCC3)CC2=O)cc1OC (centres undefined)	7	-0.1	0.1	6
COc1ccc(O)c(/C=N\NC(=O)CCC(=O)Nc2cc(C(F)(F)F)ccc2Cl)c1	2	-0.1	2.3	13
CC(C)(C)OC(=O)NCC(=O)N1CCC(Nc2ccnc(Nc3ccc(S(N)(=O)=O)cc3)n2)CC1	-1	0.5	-0.8	-7
CCOC(=O)c1cc(C)n(CC2CCC(C(=O)Nc3ccc(C(C)=O)cc3)CC2)c1C (centres undefined)	-3	0.5	-1.2	11
CCOC(=O)c1c(NC(=O)COc2cc(C)c(Cl)c(C)c2)sc(C(C)=O)c1C	12	0.1	-1.2	0
Cc1ccc(-c2nnc(Nc3cccc(C(F)(F)F)c3)c3ccccc23)cc1S(=O)(=O)N1CCCCC1	9	0.2	-0.1	10
COc1ccc(CNC(=O)C2CCCCC2)cc1	-14	0.3	1.4	-12
O=C(OCC1OC(n2ccc(=O)[nH]c2=O)C(Cl)C1O)c1ccccc1 (centres undefined)	25	0.6	-0.1	6
Cc1ccccc1Nc1nc(C2(C)CC(CCC(C)C)C(=O)O2)cs1 (centres undefined)	17	0.1	-0.3	9
OC(Cn1nnc2ccccc21)Cn1c2ccc(Cl)cc2c2cc(Cl)ccc21 (centres undefined)	9	0.1	0.9	-4
Cc1sc2ncn(CC(=O)NCCCC(=O)N3CCN(Cc4ccc5c(c4)OCO5)CC3)c(=O)c2c1C	11	0.0	0.4	13
Cc1cc(=O)oc2cc(O[C@@H]3O[C@H](CO)[C@@H](O)[C@H](O)[C@H]3O)ccc12	14	-0.2	-0.1	3
Cc1ccc(N(CC(=O)Nc2cccc(C)c2)S(=O)(=O)c2c(C)noc2C)cc1	11	-0.1	0.5	-1
Cc1ccc(Nc2nnc(SCC(=O)NC(C)(C)C)s2)cc1C	4	-0.2	-0.9	1
CS(=O)(=O)N(CC(=O)Nc1cccc(F)c1)c1ccc(F)c(Cl)c1	17	0.5	-0.9	-4
O=C(CN1CCC(O)(c2cccnc2)CC1)NCc1ccco1	-3	0.1	-0.6	-3
Cc1cccc2cc(CN(CCc3ccccc3)C(=O)c3ccncc3)c3nnnn3c12	12	0.6	-1.0	-2
Cn1cnc2c(NCc3ccccc3)nc(NCCO)nc21	9&5&24	0.0&0.4	-1.6&-1.6&-1.3	4
COC(=O)c1sc2ncn(Cc3ccc([N+](=O)[O-])cc3)c(=O)c2c1C	2	-0.1	-0.6	-1
COCc1ccc(C(=O)N2CCC3(CC2)CC3C(=O)NCCCc2ccccc2)o1 (centres undefined)	24	1.1	4.1	4
COc1ccc(NC(=O)CSc2nc3ccccc3c(=O)n2C2CCCCC2)c(OC)c1	13	0.1	2.4	8
CC(=O)c1ccc2ccccc2c1OC(F)F	-3	0.0	-2.2	0
O=C(Cn1cncn1)c1ccccc1Cl	-3	0.0	2.1	4
CCOC(=O)c1c(C)n(C)c2cc(Br)c3oc(=O)n(C)c3c12	-9	-0.2	-0.7	-10
Cc1ccccc1OCC(=O)N1CCN(S(=O)(=O)c2cc3c4c(c2)CCN4C(=O)CC3)CC1	-2	0.2	-1.0	7

High-throughput results (PubChem BioAssay)
